Yfh1-depleted yeast – mitochondrial function rescue without frataxin homolog – Friedreich's ataxia, plus single-dose screen, dose response (AID 1465). 0.074% of 220,000 active. one-dose fold induction at 50 µM; EC50 in µM for titrated hits. S. cerevisiae Yfh1-off respiration, WST-1 reduction, 72 h; higher fold induction means a stronger effect;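 active = fold induction of absorbance versus untreated yeast above a set limit, then at least 30% activation at any dose in follow-up; inconclusive = repeats straddling the limit, or above it without dose testing; inactive = fold induction below the set limit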;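 note: activators that raise dye reduction in frataxin-depleted yeast; strong numbers were not always called active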
WT yeast gro inh – growth inhibition of WT yeast, mitochondrial fusion screen | mitochondrial fusion phenotypic screen, WT strain | inhibition, % at 10 µM | 2.1% of 190,000 active; in the data active = inhibition above about 58%; tested in S. cerevisiae
Hep lipid drop – hepatic lipid droplet formation modulation; AML12 mouse hepatocytes, oleate lipid droplets, BODIPY imaging; inhibition, % at 6.5 µM; 0.4% of 240,000 active;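 active = lipid droplet intensity inhibited by at least 50%, with more than 500 cells counted; inconclusive = wells with under 300 cells, treated as cytotoxic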
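System: AML12 hepatocytes (mouse). Probe or stimulus: oleic acid at 100 µM to induce lipid droplet formation. Times: overnight treatment with compound plus oleate. Detection: Image-based BODIPY and DAPI two-channel analysis. Evaluation: percent inhibition of filter-corrected integrated lipid droplet intensity per well.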
Autophagy mod – modulators of autophagy. MEF GFP-LC3 puncta imaging; test concentration mostly 10 µM. calls only at 10 µM (by protocol). 0.98% of 190,000 active. AID 463193;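 active = percentage of spot-positive cells more than 3 SD above its plate mean, without a fluorescence outlier flag or 80% toxicity; inconclusive = no clear call, values can overlap the other calls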;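 note: spot-positive cell cutoff set from DMSO-treated cells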
MT stabilize HCS – microtubule stabilization, imaging screen. AID 2205. HeLa tubulin immunostaining HCS, 24 h; share of cells brighter than vehicle mean+2SD. % tubulin-high responders, % at 10 µM. 0.83% of 200,000 active;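 active = plate Z-score above 3 for both tubulin-high and condensed-nucleus cell shares, with cell loss under 80%, at 10 µM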;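 note: anti alpha tubulin signal scored within the nucleus-defined area of each cell; some results filed as inactive read as strong as hits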
b-catenin transl – beta-catenin nuclear translocation modulation | HeLa beta-catenin nuclear translocation, immunofluorescence imaging | nuclear translocation activity, % at 5 µM | 0.3% of 190,000 active | AID 1665;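 active = nuclear translocation activity above 50% at 5 µM, with a well cell count of 50 or more; inconclusive = wells under 50 cells across six images, flagged as toxic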;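 note: per-cell ratio of nuclear to cytoplasmic median beta-catenin stain intensity; plate controls were DMSO negative control for no effect and GSK-3 inhibitor IX positive control for full effect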
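Test system: human HeLa cells, endogenous beta-catenin. Times: 24 h compound exposure, 37°C. Measured by: beta-catenin immunofluorescence imaging with DAPI.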
Insulin prom up – MIN6 insulin promoter up-regulation; z-score at 5 µM; MIN6 insulin promoter-GFP reporter, high-content imaging; hits give high values; AID 1625; 0.3% of 190,000 active;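 active = z-score above 3 at 5 µM with at least 500 cells counted in the well; inconclusive = wells under 500 cells, flagged as cytotoxic or low count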
Dynein transport – dynein cargo transport inhibition; 0.47% of 220,000 active; AID 1381; 3617.4 mouse cells, GR-EGFP nuclear translocation imaging; test concentration mostly 20 µM; stimulated with dexamethasone, 1 µM; hits give low values; z-score, hits read low;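 active = plate z-score of nuclear minus cytoplasmic receptor signal below a set negative limit, without overly bright fluorescence or cell loss, cut at about -3.5 in these data, passing the limit was not always enough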;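 note: z-score of nuclear minus cytoplasmic ring GR-EGFP intensity difference per well; some compounds called inactive have numbers as strong as hits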
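Buffer or medium: Induction medium lacking tetracycline, stripped serum | Also added: Dexamethasone agonist, 1.0 µM final, for 30 min | Timing: 48 h induction, 1 h compound, 30 min dex at 37 °C | Detection: Formaldehyde fixation, Hoechst nuclear stain, 10x automated fluorescence imaging | Measure: Nuclear versus cytoplasmic GR-EGFP signal, averaged per well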
NOD2 inhibition – NOD2 signaling inhibitors, cell-based, luminescence, uHTS, HEK293 (AID 1566). HEK293 NOD2/NF-kB luciferase reporter, luminescence; higher % means a stronger effect. inhibition, % at 4 µM, or EC50 in µM where a hit was titrated. 0.63% of 290,000 active; in the data active = inhibition above about 50%; note: many of its hits are not listed in these tables
WT yeast gro inh mutant strain – second read-out of WT yeast gro inh, no call of its own (marks repeat the call); inhibition, %; mitochondrial fusion phenotypic screen, mutant strain inhibition
Dynein transport cytoplasmic EGFP – further read-out of Dynein transport, marked with its call; z-score; measured here: cytoplasmic GR-EGFP intensity; hits give high values
Dynein transport nuclear GR-EGFP – recorded beside Dynein transport, whose call it bears; z-score; measured here: nuclear GR-EGFP intensity;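 lower value marks the stronger effect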
Dynein transport cell count – recorded beside Dynein transport, whose call it bears; z-score; measured here: cell count per field
Insulin prom up cell count – also measured in Insulin prom up; calls as there; cell count; measured here: cytotoxicity, nuclei count;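 total cells summed across four imaged fields per well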
Hep lipid drop cells 6.5 µM – also measured in Hep lipid drop; calls as there; cell count; measured here: cell count, cytotoxicity flag;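 cells counted across two imaged fields per well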
b-catenin transl cell count 5 µM – second read-out of b-catenin transl, no call of its own (marks repeat the call); cell count; measured here: cell count, cytotoxicity flag
MT stabilize HCS Hoechst-high % – further read-out of MT stabilize HCS, marked with its call; % Hoechst-high responders; measured here: nuclear condensation Hoechst responders;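 share of cells brighter than vehicle mean plus two SD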
MT stabilize HCS cytotoxicity % – second read-out of MT stabilize HCS, no call of its own (marks repeat the call); toxicity, %; measured here: cytotoxicity by cell density;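 0% = mean cell density of plate MIN control wells and 100% = no cells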
Autophagy mod cell loss 18 h – recorded beside Autophagy mod, whose call it bears; toxicity, %; measured here: cell loss, nuclei count;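 cell loss after 18 h compound exposure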
* marks the source's active call; other numbers are inactive results; i = inactive; ? = inconclusive; nt = no result given. This is a subset; rates above refer to the full screens.

SMILES | Yfh1-depleted yeast | WT yeast gro inh | WT yeast gro inh mutant strain | Hep lipid drop | Hep lipid drop cells 6.5 µM | Autophagy mod | Autophagy mod cell loss 18 h | MT stabilize HCS | MT stabilize HCS Hoechst-high % | MT stabilize HCS cytotoxicity % | b-catenin transl | b-catenin transl cell count 5 µM | Insulin prom up | Insulin prom up cell count | Dynein transport | Dynein transport cytoplasmic EGFP | Dynein transport nuclear GR-EGFP | Dynein transport cell count | NOD2 inhibition
COc1cc(C(=O)NC2CCCNC2)cc(OC)c1OC (stereo not drawn) | i | -1 | 8 | -2 | 687 | nt | nt | nt | nt | nt | -3.3 | 1168 | -0.59 | 1422 | nt | nt | nt | nt | 13%
CCCC1CCc2c(c3ccccc3[nH]c2=O)O1 (stereo not drawn) | i | 19 | 28 | -6 | 729 | i | -4 | 3.0 | 1.0 | 7.7 | -1.1 | 1126 | 0.28 | 865 | 1.3 | -0.28 | 0.94 | 0.96 | -10%
Cc1cccc(NC(=S)N(Cc2cccc(Br)c2)CC2CCC(C(=O)O)CC2)c1 (stereo not drawn) | i | -10 | -19 | 8 | 687 | i | -7 | 2.7 | 2.1 | 9.1 | 0.4 | 1175 | -0.49 | 1275 | -0.26 | -0.24 | 0.24 | -0.84 | 2%
Cc1cc([N+](=O)[O-])nn1CC(=O)N/N=C/c1ccccc1O | i | nt | nt | 13 | 703 | nt | nt | nt | nt | nt | -0.1 | 1384 | -0.01 | 1067 | 0.78 | -0.3 | -0.044 | 0.17 | 0%
COc1cc(NC(=S)N2CCCC(CO)C2)c(OC)cc1Cl (stereo not drawn) | i | 18 | 9 | -1 | 699 | i | 9 | 3.6 | 1.8 | 1.2 | -4.0 | 558 | 0.29 | 1255 | 0.94 | -0.31 | 0.25 | -0.46 | 15%
CCC(=O)Oc1ccc2c(=O)c(-c3ccc4ccccc4n3)c(CC)oc2c1C | i | -4 | -2 | -10 | 727 | i | -6 | 2.4 | 3.8 | 11 | 0.3 | 1025 | 0.41 | 1500 | 0.68 | -0.22 | 0.96 | -0.9 | 9%
N#Cc1ccc(N2C(=O)[C@@H]3C(C(=O)c4cnccn4)=NN[C@@H]3C2=O)cc1 | i | nt | nt | 1 | 699 | nt | nt | nt | nt | nt | -0.8 | 1112 | -0.82 | 1388 | 0.69 | -0.18 | 0.33 | 0.24 | -9%
CC(C)N(Cc1nc(-c2ccccc2)no1)C(=O)Cc1ccccc1 | i | 13 | 3 | nt | nt | i | 11 | 4.9 | 2.6 | 5.4 | nt | nt | 0.48 | 1028 | -0.49 | -0.17 | -0.0031 | -0.22 | -10%
Cc1cc(Cl)c(OCCCCN2CCOCC2)c(Br)c1 | i | 4 | 18 | -24 | 695 | i | -12 | 2.7 | 2.3 | 5.0 | -0.4 | 968 | 0.35 | 1393 | 0.0037 | -0.28 | 0.12 | 1.3 | 16%
CN1CCN(c2cc(N3CCc4ccccc4C3)c(F)cc2[N+](=O)[O-])CC1 | i | 87* | 73* | -20 | 544 | i | -6 | 4.6 | 2.1 | 8.9 | 0.4 | 1036 | -0.53 | 1409 | -0.11 | -0.26 | -0.034 | 1.6 | 5%
CCNC(=S)N1CCn2c(nc3ccccc32)C1 | i | 2 | -6 | 13 | 710 | i | 2 | 3.3 | 2.4 | 4.5 | 1.2 | 1056 | -0.55 | 1070 | 0.059 | -0.23 | 0.11 | 0.5 | 14%
O=c1c2ccccc2nc(COc2ccccc2)n1/N=C/c1ccco1 | i | 2 | -3 | nt | nt | i | 5 | 2.6 | 2.8 | 11 | -0.7 | 844 | 0.09 | 1140 | -0.35 | -0.34 | -0.14 | 0.054 | -13%
COc1ccc(OC)c(-c2cc(C(=O)N3CCCc4ccccc43)no2)c1 | i | 35 | 26 | nt | nt | i | 17 | 7.1 | 1.9 | 11 | nt | nt | -1.4 | 867 | 1.9 | -0.084 | 1.4 | -1.2 | 24%
CS(=O)(=O)N1CCC(C(=O)N2CCN(C(c3ccccc3)c3ccccc3)CC2)CC1 | i | -2 | -25 | 8 | 752 | i | -6 | 2.9 | 1.1 | 6.9 | 0.0 | 1412 | nt | nt | 1.2 | -0.26 | 1.2 | -1 | 12%
N#Cc1cc(C(=O)c2cc(Cl)ccc2O)cn(-c2ccccc2)c1=O | i | 20 | -3 | -26 | 581 | i | 3 | 7.1 | 3.2 | 4.8 | -1.3 | 934 | -0.01 | 1285 | -0.37 | -0.22 | -0.4 | -0.6 | 13%
NC(=O)CN1CCN(C2CC(=O)N(CCc3ccccc3)C2=O)CC1 (stereo not drawn) | i | -17 | -10 | 12 | 710 | i | 10 | 2.4 | 2.0 | 1.8 | -0.2 | 1476 | nt | nt | -0.45 | -0.35 | 0.19 | 0.76 | 7%
CC1(C)NC(=O)N(CCCCOc2ccccc2[N+](=O)[O-])C1=O | i | -18 | 0 | 2 | 738 | i | -3 | 3.6 | 2.3 | 5.4 | -1.0 | 1474 | -0.01 | 1394 | 0.41 | -0.33 | 0.89 | -0.61 | -8%
O=C(Nc1cccc(C(F)(F)F)c1)C1C2CC3OC(=O)C1C3C2 (stereo not drawn) | i | -16 | -3 | -5 | 760 | i | 0 | 2.2 | 2.2 | 5.2 | -3.4 | 1188 | 0.21 | 1265 | 1.5 | -0.19 | 0.65 | -0.99 | -2%
O=C(CSc1nnc(C2CC2)n1-c1ccccc1)NCc1ccco1 | i | -6 | -12 | 16 | 762 | i | -3 | 1.5 | 1.9 | 28 | nt | nt | ? | nt | -0.9 | -0.31 | -0.62 | 1.6 | 14%
CCOc1ccc(CCNC(=O)C(CC)n2nc(C)n3c(cc4sccc43)c2=O)cc1OCC (stereo not drawn) | i | -14 | -1 | 86* | 786* | i | -10 | 1.9 | 1.6 | 7.8 | nt | nt | 1.6 | 840 | 1.3 | -0.11 | 0.87 | -0.97 | -16%
Fc1ccc(-c2n[nH]c(=S)c3ccccc23)cc1 | i | 10 | 5 | 4 | 700 | i | 5 | 2.0 | 1.7 | 3.2 | -0.5 | 1118 | 0.16 | 1272 | 2.5 | 0.44 | 1.9 | -2.6 | 9%
CC(C)=C1SC(N2CCOCC2)=NC1=O | i | -3 | 9 | -4 | 737 | i | 21 | 1.3 | 0.9 | 6.3 | 0.1 | 1177 | nt | nt | -0.26 | 0.79 | 0.16 | -0.25 | 9%
CCNc1sc(C(=O)c2cccs2)c(N)c1-c1nc2ccccc2s1 | i | 41 | 30 | nt | nt | i | -15 | 5.9 | 3.2 | 5.2 | 2.7 | 1092 | -0.92 | 1170 | 0.23 | 0.1 | 0.33 | -0.3 | -10%
O=S(=O)(c1ccc(NC(=S)N2CCN(c3ccccc3F)CC2)cc1)N1CCOCC1 | i | 0 | 1 | 3 | 695 | i | 20 | 1.5 | 1.6 | 3.4 | -2.3 | 869 | 0.44 | 1627 | -0.68 | -0.23 | -0.25 | 0.52 | 36%
CC(C)C(c1nnnn1Cc1ccccc1)N1CCN(Cc2ccco2)CC1 (stereo not drawn) | i | -11 | -18 | nt | nt | i | 2 | 2.2 | 1.8 | 7.9 | -2.1 | 1215 | -0.24 | 1287 | 0.16 | -0.16 | 0.27 | -0.5 | -17%
COC(=O)c1ccc(/C=C(\C#N)c2nc3ccccc3s2)cc1 | i | 84* | 5.9* | nt | nt | i | 38 | 3.0 | 2.0 | 0.9 | 0.6 | 1318 | -0.06 | 1637 | -0.92 | 0.53 | -1 | -0.02 | -22%
CCOC(=O)C(O)(CC(=O)Nc1ccc(Cl)cc1Cl)C(F)(F)F (stereo not drawn) | i | -27 | -3 | -14 | 708 | i | 8 | 2.2 | 0.7 | 33 | 0.9 | 1092 | nt | nt | 0.1 | -0.23 | 0.18 | 0.19 | 14%
COc1ccc(S(=O)(=O)N2CCCCC2)cc1NC(=O)Cc1c[nH]c2ccccc12 | i | 9 | -5 | -47 | 636 | i | 2 | 3.4 | 2.6 | 0.2 | 1.2 | 1013 | 0.27 | 1322 | 2.2 | -0.079 | 1.5 | -2.1 | 8%
O=C(CCc1ccccc1)NNC(=O)C1CCCCC1 | i | -7 | -8 | nt | nt | i | -17 | 3.0 | 2.1 | 9.4 | -1.4 | 1394 | -0.69 | 1546 | 0.14 | -0.17 | -0.26 | -0.15 | 13%
Cc1cc(C(F)(F)F)nc(SCC(=O)Nc2ccccc2)n1 | i | -6 | -18 | -7 | 752 | i | 6 | 4.7 | 1.3 | 6.5 | 0.2 | 1008 | 1.1 | 1339 | -0.085 | -0.27 | -0.11 | 0.28 | 2%

2 entries picked at random from those above:
SMILES | Yfh1-depleted yeast | WT yeast gro inh | WT yeast gro inh mutant strain | Hep lipid drop | Hep lipid drop cells 6.5 µM | Autophagy mod | Autophagy mod cell loss 18 h | MT stabilize HCS | MT stabilize HCS Hoechst-high % | MT stabilize HCS cytotoxicity % | b-catenin transl | b-catenin transl cell count 5 µM | Insulin prom up | Insulin prom up cell count | Dynein transport | Dynein transport cytoplasmic EGFP | Dynein transport nuclear GR-EGFP | Dynein transport cell count | NOD2 inhibition
COc1ccc(S(=O)(=O)N2CCCCC2)cc1NC(=O)Cc1c[nH]c2ccccc12 | i | 9 | -5 | -47 | 636 | i | 2 | 3.4 | 2.6 | 0.2 | 1.2 | 1013 | 0.27 | 1322 | 2.2 | -0.079 | 1.5 | -2.1 | 8%
O=C(CCc1ccccc1)NNC(=O)C1CCCCC1 | i | -7 | -8 | nt | nt | i | -17 | 3.0 | 2.1 | 9.4 | -1.4 | 1394 | -0.69 | 1546 | 0.14 | -0.17 | -0.26 | -0.15 | 13%

Source: PubChem
